Assay outcomes (PubChem BioAssay)
GSK3B inh: inhibitors of human GSK3beta kinase; P49841; GST-GSK3beta kinase, ADP-Glo luminescence, 60 min; active compounds read low; activity score (negative = inhibition), % at 10 µM; actives 0.038% (n = 300,000); AID 2097;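 active = more than half of replicate wells score below -50%, meaning over 50% inhibition versus plate controls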;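 note: 0% = median DMSO wells and -100% = median GW8510 positive control wells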
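Test system: GST-tagged human GSK3beta kinase, cell-free; evaluation: activity score scaled between in-plate DMSO and GW8510 controls; measured by: ADP-Glo luminescence; incubation: 60 min reaction, RT; benchmarks: DMSO and 20 µM GW8510; reagent: peptide substrate plus 25 µM ATP (final); medium: Tris/MgCl2 kinase buffer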
HSF-1 act: increases HSF-1 driven luciferase reporter signal | AID 504408 | actives 1.7% (n = 300,000) | NIH3T3-HGL HSF-1 luciferase reporter, MG132, 8 h; 100% = twice DMSO control signal | activation, % at 9 µM;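 active = mean replicate activation of at least 50% with a set share of replicates each reaching 50%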;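 note: 0% = median of the neutral control wells and 100% = twice that signal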
AI-2 QS mod: modulates the Vibrio harveyi AI-2 quorum sensing system. Vibrio harveyi JMH597 AI-2 luminescence/OD600 ratio, 9 h; active compounds read low; strain lacks LuxN and CqsS sensors; 0 = neutral-control median. activity change, % at 7.5 µM. actives 0.4% (n = 300,000). AID 2094; in the data active = activity change below about -75%, passing the limit was not always enough;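 note: luminescence divided by OD600 gain over 9 h not by final OD600 alone; inactives centre near 13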
GSK3 alpha inh: human GSK-3 alpha kinase inhibition; P49840; AID 2650; actives 0.1% (n = 320,000); inhibition, % at 10 µM; ADP-Glo luminescence, 60 min;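 in the data active = inhibition above about 50%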;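 note: GST-tagged GSK-3 alpha with peptide substrate and 25 µM ATP; 0% = DMSO neutral wells and 100% = GW8510 positive control wells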
Target sequence (P49840 whole entry, looked up): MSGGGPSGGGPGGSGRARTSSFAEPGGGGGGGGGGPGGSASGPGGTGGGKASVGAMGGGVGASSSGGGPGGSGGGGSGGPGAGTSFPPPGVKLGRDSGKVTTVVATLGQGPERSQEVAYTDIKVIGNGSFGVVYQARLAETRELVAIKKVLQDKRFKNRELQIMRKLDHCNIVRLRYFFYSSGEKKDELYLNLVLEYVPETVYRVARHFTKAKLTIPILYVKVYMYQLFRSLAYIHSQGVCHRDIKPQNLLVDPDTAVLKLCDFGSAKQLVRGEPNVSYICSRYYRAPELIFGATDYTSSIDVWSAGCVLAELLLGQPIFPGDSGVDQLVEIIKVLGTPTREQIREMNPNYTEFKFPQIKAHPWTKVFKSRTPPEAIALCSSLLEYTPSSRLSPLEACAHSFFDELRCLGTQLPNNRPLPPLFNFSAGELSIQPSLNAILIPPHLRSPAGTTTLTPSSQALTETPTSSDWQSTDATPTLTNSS
PolyA inh: inhibitors of polyadenylation in S. cerevisiae. calls only at 12 µM. AID 1875. S. cerevisiae SKY197-pL101 polyadenylation reporter, beta-gal luminescence; efflux-impaired pdr1/pdr3 knockout yeast; score 100 = 6 SD above DMSO. actives 0.02% (n = 300,000);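 active = lowest replicate activity score at least 50, where 100 means six control SD above control mean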;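 note: yeast exposed to compound for 9 h at 30 °C; higher score means more reporter readthrough which indicates perturbed polyadenylation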
KLF5 inhibitor: kruppel-like factor 5 inhibition | AID 1700 | inhibition, % at 5 µM | actives 0.23% (n = 290,000) | DLD-1 KLF5 promoter-luciferase reporter, luminescence;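 active = inhibition above a per-plate limit of that plate's mean compound inhibition plus 3 SD, cut at about 60% in these data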;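 note: 0% = DMSO wells and 100% = LY294002 at 200 µM; higher means less KLF5 promoter-driven luciferase light; inactives centre near -14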
HSF1 inhib: HSF1 inhibition; NIH3T3-HGL HSE-luciferase, MG132-induced, luminescence 8 h; active compounds read low; activity change, negative = inhibition, % at 7.5 µM (by protocol); actives 0.77% (n = 300,000); AID 2098;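 active = more than half of replicate wells show activity change below -50%, luminescence cut by over half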;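 note: luciferase reports HSF-1 transcriptional activity via heat shock element; 0% = median of DMSO wells and -100% = zero luminescence signal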
aSyn 5UTR inh: MLPCN primary screen, SNCA 5' untranslated region | alpha-synuclein 5'UTR reporter, inhibitor activity | inhibition, % (tested at 7.5 µM) | actives 0.82% (n = 300,000) | AID 1813; in the data active = inhibition above about 60%;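 note: H4 neuroglioblastoma cells stably carrying SNCA 5'UTR luciferase fusion; 0% = DMSO wells and 100% = positive control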
HSP90 inh: inhibitors of HSP90 luciferase refolding in rabbit reticulocyte lysate; actives 0.91% (n = 290,000); inhibition, % at 5.6 µM; luciferase refolding luminescence, 3 h;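 active = inhibition above the screen-wide mean plus 3 SD, computed separately per campaign, cut at about 16% in these data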;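 note: 0% = DMSO wells and 100% = 60 µM geldanamycin wells; inhibitors lower the luminescence because luciferase stays unfolded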
IEC-6 cytotox: counter-screen for KLF5 inhibitors: cytotoxicity in IEC-6 cells; IEC-6 cytotoxicity, luminescence viability; inhibition, % at 5 µM; actives 0.78% (n = 290,000); AID 1825; in the data active = inhibition above about 22%;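 note: 0% = plate median of test compound wells and 100% = cytotoxic reference compound wells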
* marks the source's active call; other numbers are inactive results; i = inactive; x = not tested or not shown.

Codes: A = GSK3B inh; B = HSF-1 act; C = AI-2 QS mod; D = GSK3 alpha inh; E = PolyA inh; F = KLF5 inhibitor; G = HSF1 inhib; H = aSyn 5UTR inh; I = HSP90 inh; J = IEC-6 cytotox
1: CCOCCCNC(=O)NC12CC3CC(CC(C3)C1)C2
  A: 7	B: 8	C: 22	D: 3	E: i	F: -28	G: -13	H: 13	I: -3	J: -2

2: COc1ccc(S(=O)(=O)N2CCOC2CNC(=O)C(=O)NCCCN2CCOCC2)cc1C (stereo unspecified)
  A: 1	B: -6	C: 14	D: 2	E: i	F: -26	G: -3	H: -1	I: 0	J: 0

3: Oc1[nH]c2ccc(Br)cc2c1N=NC(=S)N1CCOCC1
  A: -9	B: 240*	C: -47	D: 3	E: i	F: 75*	G: 236	H: 39	I: 6	J: 88*

4: COC(=O)[C@@H]1C[C@H]2CC[C@H](O)C[C@H]2N1Cc1ccccc1OS(=O)(=O)c1ccc(C)cc1
  A: -19	B: -7	C: 10	D: 0	E: i	F: x	G: 6	H: -7	I: x	J: x

5: O=S(=O)(c1ccc(Cl)cc1)N(Cc1ccccn1)Cc1ccccn1
  A: -2	B: 4	C: 13	D: 1	E: i	F: -33	G: -12	H: 1	I: -1	J: -1

6: O=C(COC(=O)c1cc(Cl)ccc1Cl)NC1CCCC1
  A: 2	B: 9	C: -6	D: -1	E: i	F: -7	G: 17	H: -5	I: -7	J: -7

7: COc1ccccc1C(=O)N/N=C/c1ccc(Cl)s1
  A: 3	B: 21	C: 50	D: -1	E: i	F: -44	G: 22	H: -179	I: -4	J: -2

8: Cc1cccc(CSc2nc3[nH]ncc3c(=O)[nH]2)c1
  A: -2	B: 34	C: 12	D: 1	E: i	F: -47	G: 7	H: -24	I: -3	J: -3

9: NC(=O)CCN(C1CCCCC1)S(=O)(=O)c1cccc2nsnc12
  A: 5	B: -10	C: 6	D: -1	E: i	F: 12	G: -3	H: 9	I: -4	J: -4

10: COC(=O)C(CCCCNC(=O)c1ccc([N+](=O)[O-])cc1)NC(=O)c1ccc([N+](=O)[O-])cc1 (stereo unspecified)
  A: 0	B: 7	C: 38	D: 0	E: i	F: -33	G: 2	H: 21	I: 0	J: 4

11: CCOC(=O)c1cc2c(s1)-c1ccccc1CC2
  A: -1	B: 33	C: 13	D: -2	E: i	F: 2	G: 23	H: -97	I: -2	J: -4

12: O=C1c2cccc3cc([N+](=O)[O-])cc(c23)C(=O)N1c1nncs1
  A: 3	B: 4	C: 13	D: 0	E: i	F: x	G: -5	H: -29	I: x	J: x

13: COc1ccc(N2CCN(CCNC(=O)CCS(=O)(=O)c3cccc4nsnc34)CC2)cc1
  A: -6	B: -3	C: 25	D: 1	E: i	F: -10	G: -3	H: -7	I: 0	J: -4

14: COc1ccc(NC(=S)NCc2cccnc2)cc1OC
  A: -2	B: 7	C: 14	D: 0	E: i	F: -8	G: 0	H: 5	I: -1	J: -5

15: CCS(=O)(=O)N1CCCC(C(=O)NCCc2ccc(OC)c(OC)c2)C1 (stereo unspecified)
  A: -1	B: -3	C: 20	D: -3	E: i	F: -18	G: -5	H: -11	I: -2	J: 2

(list continues)
Codes: A = GSK3B inh; B = HSF-1 act; C = AI-2 QS mod; D = GSK3 alpha inh; E = PolyA inh; F = KLF5 inhibitor; G = HSF1 inhib; H = aSyn 5UTR inh; I = HSP90 inh; J = IEC-6 cytotox
16: CC12CCC(C(=O)NCc3ccc4c(c3)OCO4)(CC1=O)C2(C)C (stereo unspecified)
  A: 2	B: 4	C: 15	D: -2	E: i	F: -12	G: 4	H: 8	I: 4	J: -2

17: CCNc1nc(NC(C)C)nc(N2CC(=O)N(CC(=O)OCC)C2=N)n1
  A: 1	B: -5	C: 19	D: -2	E: i	F: -1	G: -3	H: 17	I: 6	J: -2

18: Cc1ccnc(NS(=O)(=O)c2ccc(NC(=O)c3ccc(C)o3)cc2)n1
  A: 1	B: -3	C: 30	D: 3	E: i	F: -6	G: -1	H: 1	I: -1	J: -6

19: Cc1cc(C)c2c3c(sc2n1)C(c1cccc(F)c1)C(C#N)=C(N)O3 (stereo unspecified)
  A: x	B: 2	C: x	D: 2	E: i	F: -32	G: -5	H: -76	I: -9	J: 0

20: Cc1ccc(-n2nc3c(c2NC(=O)c2ccccc2)CS(=O)(=O)C3)cc1C
  A: -6	B: 3	C: 8	D: 0	E: i	F: -10	G: 1	H: 0	I: -2	J: 3

21: Cc1ccsc1C(=O)NNC(=O)c1ccc(NS(=O)(=O)c2cccs2)cc1
  A: 5	B: 0	C: 3	D: 0	E: i	F: x	G: 3	H: 10	I: x	J: x

22: CCCCCCN1CC(O)=C(c2ccccc2)C1=N
  A: 1	B: -19	C: -5	D: -2	E: i	F: -39	G: 7	H: 7	I: 2	J: -4

23: Cc1nc2ccccc2cc1OCc1ccc(F)cc1
  A: -1	B: x	C: -72	D: x	E: x	F: -14	G: x	H: -71	I: 0	J: 0

24: Cc1sc2ncn(/N=C/c3ccco3)c(=O)c2c1C
  A: -3	B: 2	C: 21	D: -2	E: i	F: -4	G: 9	H: -67	I: -1	J: -2

25: Cc1ccc(Nc2cc(C)nc(-c3ccccc3O)n2)cc1
  A: -5	B: 32	C: 20	D: 0	E: i	F: -84	G: 18	H: -116	I: 2	J: 6

26: O=C(NCCc1ccccc1)C1CCCN(S(=O)(=O)c2cccc3nonc23)C1 (stereo unspecified)
  A: 3	B: 6	C: 15	D: -1	E: i	F: 3	G: 0	H: -2	I: 6	J: 2

27: CCOC(=O)N/N=C/c1ccccc1OCc1ccc(Cl)cc1
  A: 3	B: 19	C: 20	D: -1	E: i	F: 1	G: 25	H: -41	I: -2	J: -9

Shown with two lines to a compound: part of the list above.
Values in the order – GSK3B inh | HSF-1 act | AI-2 QS mod | GSK3 alpha inh | PolyA inh | KLF5 inhibitor | HSF1 inhib | aSyn 5UTR inh | HSP90 inh | IEC-6 cytotox
#1 CCOCCCNC(=O)NC12CC3CC(CC(C3)C1)C2
 : 7 | 8 | 22 | 3 | i | -28 | -13 | 13 | -3 | -2
#2 COc1ccc(S(=O)(=O)N2CCOC2CNC(=O)C(=O)NCCCN2CCOCC2)cc1C (stereo unspecified)
 : 1 | -6 | 14 | 2 | i | -26 | -3 | -1 | 0 | 0
#3 Oc1[nH]c2ccc(Br)cc2c1N=NC(=S)N1CCOCC1
 : -9 | 240* | -47 | 3 | i | 75* | 236 | 39 | 6 | 88*
#4 COC(=O)[C@@H]1C[C@H]2CC[C@H](O)C[C@H]2N1Cc1ccccc1OS(=O)(=O)c1ccc(C)cc1
 : -19 | -7 | 10 | 0 | i | x | 6 | -7 | x | x
#5 O=S(=O)(c1ccc(Cl)cc1)N(Cc1ccccn1)Cc1ccccn1
 : -2 | 4 | 13 | 1 | i | -33 | -12 | 1 | -1 | -1
#6 O=C(COC(=O)c1cc(Cl)ccc1Cl)NC1CCCC1
 : 2 | 9 | -6 | -1 | i | -7 | 17 | -5 | -7 | -7
#7 COc1ccccc1C(=O)N/N=C/c1ccc(Cl)s1
 : 3 | 21 | 50 | -1 | i | -44 | 22 | -179 | -4 | -2
#8 Cc1cccc(CSc2nc3[nH]ncc3c(=O)[nH]2)c1
 : -2 | 34 | 12 | 1 | i | -47 | 7 | -24 | -3 | -3
#9 NC(=O)CCN(C1CCCCC1)S(=O)(=O)c1cccc2nsnc12
 : 5 | -10 | 6 | -1 | i | 12 | -3 | 9 | -4 | -4
#10 COC(=O)C(CCCCNC(=O)c1ccc([N+](=O)[O-])cc1)NC(=O)c1ccc([N+](=O)[O-])cc1 (stereo unspecified)
 : 0 | 7 | 38 | 0 | i | -33 | 2 | 21 | 0 | 4

These rows are one share of the data (hit frequency here may not be typical).
